# Screens deposited in PubChem BioAssay by several laboratories.
# Rab2A wt mod: modulators of GTP binding to Rab2A wildtype, primary screen, biochemical, dog, bead-based flow cytometry, multiplex | Ras-related protein Rab-2A (Canis lupus familiaris), P61105 | GST-Rab2 wt beads, Bodipy-GTP binding | GTP binding activity, % at 10 µM | 190,000 tested, 0.19% active | AID 760, 2007;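 active means GTP binding activity at least 20 points away from 100%, either lowered or raised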;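 further: 0% = beads with excess unlabeled GTP and 100% = no-compound control corrected for plate trend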
# Rac1 wt GTP bind: wildtype Rac1 GTP binding modulators, primary screen, biochemical, GST-Rac1 beads, flow cytometry, multiplex | Ras-related C3 botulinum toxin substrate 1 (Homo sapiens), P63000 | AID 757, 2007 | fluorescent GTP binding; actives lie on both sides; 0 = cold GTP competed, 100 = untreated | GTP binding activity (% of control), % at 10 µM | 190,000 tested, 0.27% active;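 active means GTP binding activity at least 20 points away from the 100% control level, either lower or higher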
# Rac1 act GTP bind: GTP binding modulators of activated mutant Rac1, primary screen, biochemical, bead-based flow cytometry, multiplex, fluorescent GTP; Ras-related C3 botulinum toxin substrate 1 (Homo sapiens), P63000; GST-Rac1 activated beads; actives lie on both sides; 100% means binding = to untreated wells; percent activity (GTP binding), % at 10 µM; 190,000 tested, 0.11% active; AID 764, 2007;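 active means GTP binding at least 20 percentage points away from the 100% baseline, in either direction, so actives lie on both sides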
# Pf gamet viab: late stage P. falciparum gametocyte viability inhibitors, primary screen, ATP luminescence, HTS; 150,000 tested, 0.065% active; inhibition, % at 10.9 µM; AID 743093, 2013; P. falciparum stage V gametocytes, 24 h;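 active means inhibition above the mean plus 3 SD of compounds within the control limits, set per campaign, cut at about 38% in these data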;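 further: 0% = DMSO wells and 100% = medium only without gametocytes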
# Avidin fluor: green autofluorescence of compounds with avidin beads – biophysical, 488/530 nm, flow cytometry, artefact control, profiling panel; 220,000 tested, 0.38% active; fluorescence (KMESF) at 10 µM; compound fluorescence 488/530 nm; hits give high values; in the data active means fluorescence above about 47; further: inactives centre near 10
# Rab7 wt GTP bind: modulators of GTP binding to Rab7, primary screen, biochemical, wildtype, multiplex bead flow cytometry; Rab7 GTPase wild type (dog), Bodipy-FL-GTP binding; GST-Rab7 beads, fluorescent GTP binding; actives lie on both sides; untreated = 100%, excess cold GTP = 0%; GTP binding activity (percent of control), % at 10 µM; 190,000 tested, 0.055% active;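 active means fluorescent GTP binding to Rab7 beads changed by at least 20 points from the 100% baseline, either direction, mostly lower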;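 further: median green fluorescence of bound Bodipy-FL-GTP per Rab7 bead population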
# HRas wt GTP bind: modulators of GTP binding to HRas wildtype, primary screen, biochemical, bead-based flow cytometry, multiplex | 190,000 tested, 0.14% active | GTP binding activity, % at 10 µM | AID 759, 2007 | GST-Ras wt beads, Bodipy-FL-GTP binding; actives lie on both sides | GTPase HRas (Homo sapiens), P01112;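 active means GTP binding activity at least 20% away from the 100% baseline, either lowered as inhibitor or raised as activator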;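 further: 0% = unlabeled GTP competition control and 100% = no-compound control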
# Target sequence (P01112 whole entry, looked up): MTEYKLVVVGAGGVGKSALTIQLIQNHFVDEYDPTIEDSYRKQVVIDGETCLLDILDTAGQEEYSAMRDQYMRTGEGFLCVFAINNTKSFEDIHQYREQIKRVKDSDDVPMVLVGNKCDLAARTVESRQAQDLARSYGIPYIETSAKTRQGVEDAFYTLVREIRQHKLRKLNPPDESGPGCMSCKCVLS
# Cdc42 wt: modulators of GTP binding to wildtype Cdc42, primary screen, biochemical, multiplex bead flow cytometry, Bodipy-GTP | GST-Cdc42 beads; actives lie on both sides | percent activity (GTP binding), % at 10 µM | 190,000 tested, 0.2% active | AID 761, 2007;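 active means percent activity GTP binding at least 20 points away from the 100% baseline, either down as inhibitor or up as activator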;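 further: median bead fluorescence of bound Bodipy-FL-GTP at 100 nM; 0% = excess unlabeled GTP control and 100% = no compound control; below 100% means less GTP binding so inhibitor and above means activator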
# Target sequence (P60953 whole entry, looked up): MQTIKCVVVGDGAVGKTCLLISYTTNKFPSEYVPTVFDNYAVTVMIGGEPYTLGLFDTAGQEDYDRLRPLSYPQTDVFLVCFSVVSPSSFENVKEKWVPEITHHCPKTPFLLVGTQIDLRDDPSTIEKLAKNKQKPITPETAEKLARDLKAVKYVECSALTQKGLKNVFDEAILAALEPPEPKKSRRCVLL
# ABCB1 block: ABCB1 efflux pump inhibitors, primary screen, cell-based, multiplex, flow cytometry, ABCG2 counter-screen; inhibition, % at 6.6 µM; 190,000 tested, 0.067% active; ATP-dependent translocase ABCB1 (Homo sapiens), P08183; CCRF-Adr cells, JC-1 efflux; in the data active means inhibition above about 40%;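 further: 0% = vehicle and 100% = reference inhibitor; higher value means more JC-1 retained so stronger ABCB1 efflux block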
# ABCG2 inh: ABCG2 efflux pump inhibitors, primary screen, multiplex with ABCB1, IgMXP3 cells, flow cytometry | Broad substrate specificity ATP-binding cassette transporter ABCG2 (Homo sapiens), Q9UNQ0 | JC-1 efflux | inhibition, % at 6.6 µM | 190,000 tested, 0.1% active;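 active means inhibition above 80%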;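 further: 0% = DMSO and 100% = nicardipine control wells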
#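 Incubation: cells with compound and JC-1, 10 min at 25 °C, rotating, no wash / Test system: IgMXP3 (ABCG2) plus far-red-tagged CCRF-Adr (ABCB1) cells / Compound dosing: one concentration, 6.6 µM final / Also added: JC-1 fluorescent substrate / Evaluation: efflux inhibition in percent versus controls / Detection: flow cytometry, 530 nm JC-1 signal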
# Mcl1 Noxa PPI: Mcl-1/Noxa binding inhibitors, primary screen, biochemical, TR-FRET, 1536-well; Induced myeloid leukemia cell differentiation protein Mcl-1 (Homo sapiens), Q07820; TR-FRET Mcl-1/Noxa peptide binding, 2 h; inhibition, % at 21.7 µM; 220,000 tested, 1.5% active; AID 1022, 2008;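 active means compounds that cut the protein-peptide binding signal by more than 50% relative to plate controls in a single-dose test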;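 further: His-tagged Mcl-1 with rhodamine Noxa BH3 peptide and terbium anti-His antibody; 0% = Mcl-1 plus Noxa peptide wells and 100% = peptide-only wells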
# Target sequence (Q07820 whole entry, looked up): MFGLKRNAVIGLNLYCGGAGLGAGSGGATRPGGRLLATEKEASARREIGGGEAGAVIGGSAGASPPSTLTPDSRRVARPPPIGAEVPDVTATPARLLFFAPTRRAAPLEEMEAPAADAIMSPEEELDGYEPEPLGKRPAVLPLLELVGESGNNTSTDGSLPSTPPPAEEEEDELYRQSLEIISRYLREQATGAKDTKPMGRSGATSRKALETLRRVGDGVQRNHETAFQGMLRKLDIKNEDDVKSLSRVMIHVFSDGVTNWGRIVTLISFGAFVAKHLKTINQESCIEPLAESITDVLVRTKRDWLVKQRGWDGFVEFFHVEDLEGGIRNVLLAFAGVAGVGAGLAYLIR
# An asterisk follows results filed as active; . = no result given.
# A first look:
SMILES,Rab2A wt mod,Rac1 wt GTP bind,Rac1 act GTP bind,Pf gamet viab,Avidin fluor,Rab7 wt GTP bind,HRas wt GTP bind,Cdc42 wt,ABCB1 block,ABCG2 inh,Mcl1 Noxa PPI
COc1ccc(-c2n[nH]c(=S)n2CC(C)C)cc1,98,100,96,-16,18,96,97,97,-1.1,-2,-7
O=C(CSc1ccc(F)cc1)NC1CCCCC1,96,95,96,6,8,96,94,97,0.2,2,4

# Main list, from the first entry:
SMILES,Rab2A wt mod,Rac1 wt GTP bind,Rac1 act GTP bind,Pf gamet viab,Avidin fluor,Rab7 wt GTP bind,HRas wt GTP bind,Cdc42 wt,ABCB1 block,ABCG2 inh,Mcl1 Noxa PPI
COc1ccc(-c2n[nH]c(=S)n2CC(C)C)cc1,98,100,96,-16,18,96,97,97,-1.1,-2,-7
O=C(CSc1ccc(F)cc1)NC1CCCCC1,96,95,96,6,8,96,94,97,0.2,2,4
Cc1nn(CC(=O)NCc2cccnc2)c(C)c1[N+](=O)[O-],98,95,95,2,5,99,96,95,-0.1,-1,-19
COC(=O)C1=C(C)NC(=S)NC1c1sccc1C (stereo not given),95,100,96,-10,16,101,96,95,-0.6,-2,20
CCC(=O)c1ccc(OCc2ccc(C(=O)OC)cc2)cc1,98,106,98,.,4,102,101,98,2.2,2,4
CCOc1ccc(N(Cc2cc3ccc(C)cc3[nH]c2=O)C(=O)COC)cc1,94,94,93,14,12,95,97,99,0.7,3,10
O=C(Nc1ccccc1Cl)c1cnccn1,99,101,98,-13,7,101,100,102,0.1,1,83*
CC(=O)Nc1ccc(NC(=O)CSc2ccc(C)cc2)cc1,101,105,102,.,6,100,102,105,0.1,1,16
CCCCc1nc(NCCO)c(C#N)c2c1CCCC2,93,94,95,4,12,96,94,95,0.6,6,22
CC(=O)c1c(N2CCN(c3ccccn3)CC2)nc(=S)n(-c2ccccc2)c1C,98,100,97,19,10,96,97,98,0.3,2,-3
CCOC(=O)N1CCC(Nc2c(NCCCN3CCN(CC)CC3)c(=O)c2=O)CC1,96,101,98,.,33,95,98,99,0.1,1,19
CSCCC(NC(C)=O)C(=O)OCC(=O)N(c1ccccc1)c1ccccc1 (stereo not given),100,106,102,.,2,99,103,98,0.4,2,24
CC(C)CCNC(=O)CCCc1ccccc1,99,103,97,-19,10,101,98,97,1.1,6,1
Cc1sc2nc3c4ccccc4c(NCc4ccco4)nn3c(=O)c2c1C,74*,83,85,.,65*,87,76*,75*,0.6,2,67*
CC(OC(=O)CCc1nc2ccccc2c(=O)[nH]1)C(=O)c1ccc(C(C)(C)C)cc1 (stereo not given),102,103,102,-3,11,97,102,99,2.1,6,-4
COC(=O)c1ccccc1N1C(=O)[C@@H]2C(c3ccc(F)cc3)=NO[C@@H]2C1=O,99,99,96,-4,13,104,100,98,0.4,1,-16
Cc1sc2nc(SC(C)C)nc(N)c2c1C,103,104,100,.,6,103,103,101,-1.5,1,-7
CC(=O)c1ccc2c(c1)Cc1cc(C(C)=O)ccc1-2,99,102,98,.,8,100,97,99,0.5,4,0
N#Cc1c(SCC(N)=O)nsc1SCc1ccc(Cl)cc1,101,103,100,-11,13,101,101,104,0.2,4,-2
CCOC(=O)C1C(c2ccccc2)N(C)OC1(O)C(F)(F)F (stereo not given),98,101,97,1,10,104,99,101,-0.1,2,-8
CC(=O)N1N=C(c2ccccc2O)OC1(C)CC(=O)Nc1ccccc1 (stereo not given),101,99,100,18,14,96,100,100,0.8,-2,4
Nc1n[nH]c(-c2ccc([N+](=O)[O-])cc2[N+](=O)[O-])n1,96,98,93,-16,15,102,99,92,0.1,0,0
CN1CCc2c(sc3c2C(=O)NC(c2ccccc2)N3)C1 (stereo not given),105,109,103,8,11,100,104,112,-1.4,17,23
COc1ccccc1NS(=O)(=O)c1cc(NC(=O)Cn2cnc3c2c(=O)n(C)c(=O)n3C)ccc1C,98,95,98,-33,2,102,98,99,-0.8,-4,10
c1cc(-c2nnc3sc(C4CCCCC4)nn23)ccn1,102,107,100,-17,34,99,101,102,1.7,54,-4
Cn1c(-c2sc3cc(C(F)(F)F)cnc3c2-c2ccccc2)n[nH]c1=S,98,101,98,-6,11,94,97,100,-0.7,26,-8
CCOc1cc(/C=N\NC(=O)OC(C)(C)C)ccc1OC(=O)c1ccco1,96,92,93,-1,20,96,93,97,1.7,4,-4
CSCc1cc(N2CCOCC2)nc(SCc2ccc(Cl)cc2Cl)n1,94,95,93,.,13,94,95,94,0.6,6,-2
O=c1c2c3c(sc2ncn1/N=C/c1ccc([N+](=O)[O-])o1)CCCC3,98,99,97,.,15,99,99,101,0.0,2,1
O=C(/C=C/Nc1ccc(Br)cc1F)c1ccccc1,97,104,97,-1,14,103,99,101,0.2,8,26
CC1(C)Cc2c(sc3c2c2ncnn2c2nnc(SCC(=O)NCc4ccco4)n32)CO1,89,92,96,33,7,89,92,93,0.2,1,8
COCCCNC(=O)c1cc2c(=O)n3cc(C)ccc3nc2nc1NCC1CCCO1 (stereo not given),102,103,99,.,13,98,100,101,0.1,6,-1
COCCOC(=O)c1c(C)oc2ccc(OCc3ccccc3)cc12,95,99,98,-9,3,98,97,101,2.8,38,11
O=C(c1ccc(CSc2ccccc2)cc1)N1CCN(c2ccccc2)CC1,100,102,92,0,10,103,99,96,-0.9,-5,0
CCCNC(=O)C(=O)N/N=C/c1cccs1,101,106,104,10,12,96,101,101,0.2,5,13
CCN(CC)S(=O)(=O)c1csc(C(=O)OCC(=O)c2ccccc2)c1,100,106,99,-22,4,102,100,100,0.2,1,-2
Cc1ccc(S(=O)(=O)CCC(=O)NCc2ccco2)cc1,99,104,101,-23,5,100,101,103,-0.2,-1,-4
Cc1ccc(CC2CC(=O)N(c3cc(C)on3)C2=O)cc1 (stereo not given),101,104,99,.,5,97,100,102,0.0,0,7
COC(=O)c1cc(NC(=O)C2CC2)cc(C(=O)OC)c1,96,96,96,.,11,101,96,95,0.3,6,5
Cn1c(SCc2nn[nH]n2)nc2c1c(=O)n(Cc1ccccc1Cl)c(=O)n2C,98,104,94,4,12,102,102,105,-0.2,-1,3
O=C(CSc1ccc2c(c1)OCCO2)NCCc1ccc(Cl)cc1Cl,96,102,95,-25,16,96,97,101,0.8,7,28
Cn1c(C(=O)O)c(CC(=O)NCC2COc3ccccc3O2)c2ccccc21 (stereo not given),98,98,96,.,15,100,99,97,0.0,0,8
CC(C)CNC(C)C(=O)Nc1ccc(S(N)(=O)=O)cc1 (stereo not given),100,99,99,.,11,99,97,95,0.8,3,25
COc1ccc(-c2csc(NC(=O)c3ccccc3S(C)(=O)=O)n2)cc1,97,101,96,-68,10,94,96,98,0.1,2,0
COc1ccc(OC)c(NC(=O)CSc2nnc(-c3ccco3)n2-c2ccc(C(=O)O)cc2)c1,103,102,100,.,11,103,103,105,0.3,1,14
C/C(=N\OCC(=O)NCC(F)(F)F)c1cc2ccccc2o1,100,105,100,-13,15,100,101,102,0.0,13,4
O=C(O)CC1SC(N/N=C/c2ccc(Br)cc2)NC1=O (stereo not given),93,91,89,13,11,96,93,87,0.9,4,12
CCCCOC(=O)C1C2C=CC3(CN(CCc4ccccc4)C(=O)C13)O2 (stereo not given),102,108,99,.,21,102,102,102,0.2,6,-11
Cc1cccc(N2C(=O)c3cccc4c(N(C)CCO)ccc(c34)C2=O)c1,93,94,93,.,23,94,93,90,1.7,10,-86
CCn1c(C)c(C(C)=O)c(N2CCN(C(c3ccccc3)c3ccccc3)CC2)nc1=S,98,101,94,-1,9,96,95,97,3.2,2,4
COc1ccc(CCNC(=O)CS(=O)(=O)c2cn(CC(=O)N3CCCC3)c3ccccc23)cc1OC,96,102,99,-6,9,97,98,102,-0.3,7,10
Cc1ccc2[nH]c3c(c2c1)CCN1C(=O)OC(C)(C)C31C (stereo not given),100,96,94,2,8,107,98,97,0.0,5,68*
CC(=O)N1CCN(S(=O)(=O)c2ccccc2)C1c1ccccc1 (stereo not given),101,99,98,8,11,97,99,100,0.9,4,19
N#CC1=C(N)SC(N)=C(C#N)C1c1ccoc1,99,99,100,.,18,100,99,101,0.7,0,41
COc1ccc(NC(=O)c2ccc(C#CC(C)(C)O)cc2)cc1,103,105,100,-8,5,105,102,105,0.2,12,-10
O=c1oc2ccc(Cl)cc2cc1-c1nnc(Nc2cccc(C(F)(F)F)c2)s1,103,104,99,.,7,105,104,100,-1.3,-2,-4
CC(C)c1ccc(CNc2c([N+](=O)[O-])c(=O)oc3ccccc23)cc1,97,99,96,9,15,97,95,94,1.3,16,22
Cc1ccc(Oc2nnc(-c3cccs3)c3ccccc23)cc1C,93,99,93,-12,1,91,96,96,0.3,1,0
N#Cc1c(N)n(-c2ccccc2)c(=O)c2cc([N+](=O)[O-])ccc12,98,105,94,-5,9,99,97,102,-0.1,10,4
CCOc1ccc(N2C(=O)CN=C2Nc2ccccc2F)cc1,99,97,99,.,38,100,99,100,0.2,2,1
# More entries.
SMILES,Rab2A wt mod,Rac1 wt GTP bind,Rac1 act GTP bind,Pf gamet viab,Avidin fluor,Rab7 wt GTP bind,HRas wt GTP bind,Cdc42 wt,ABCB1 block,ABCG2 inh,Mcl1 Noxa PPI
O=C(CS(=O)(=O)c1ccccc1)Nc1nc2ccccc2s1,95,96,94,.,12,96,96,95,0.5,10,15
Cc1ccccc1-n1c(C)cc(/C=N/NC(=O)c2ccc(CN3CCOCC3)cc2)c1C,101,110,100,-4,26,102,100,104,2.3,40,-6
CCOc1ccc(OCc2ccc(C(=O)N3N=C(C(F)F)CC3(O)C(F)F)o2)cc1 (stereo not given),91,88,90,.,8,98,94,94,0.2,4,6
COc1ccc(NC(=S)NCCN2CCC(C)CC2)cc1,100,97,97,14,11,99,98,97,1.8,29,20
Cc1cc(C)cc(Oc2nc(-c3ccccc3)cc(C)c2S(C)(=O)=O)c1,97,100,97,7,7,97,95,95,0.5,3,-3
